Assay outcomes from PubChem.
All columns: NCI-60 one-dose screen, growth in % after 48 h at 10 µM unless noted; 100 = growth as untreated, 0 = no growth, -100 = all killed.
A498: A498 renal cancer cells | hit rate 5.4% among 76,000
CAKI-1: CAKI-1 renal cancer. hit rate 4.7% among 75,000. AID 1794772
RXF 393: RXF 393 renal cancer cells | AID 1794773 | hit rate 6.9% among 77,000
NCI/ADR-RES: NCI/ADR-RES ovarian cells. hit rate 4.4% among 81,000
NCI-H226: NCI-H226 lung cancer | hit rate 3.5% among 79,000
NCI-H23: NCI-H23 lung cancer; hit rate 4% among 80,000; AID 1794731
NCI-H460: NCI-H460 lung cancer | AID 1794736 | hit rate 6.8% among 82,000
ACHN: ACHN renal cancer | hit rate 4.9% among 81,000
NCI-H522: NCI-H522 lung cancer; hit rate 8% among 78,000; AID 1794739
* hit, by the source's call; · = no result given. The calls were made as follows: active = growth percent below 10; inactive = the rest.

no.	Molecule	A498	CAKI-1	RXF 393	NCI/ADR-RES	NCI-H226	NCI-H23	NCI-H460	ACHN	NCI-H522
1	NS(=O)(=O)c1ccc(N2N=C(c3ccc(Cl)cc3)CCC2=O)cc1	78	·	94	46	90	122	96	99	75
2	CCOC(=O)CC(C)Cc1ccc2c(c1)OCO2 (stereo not given)	98	·	96	101	96	96	105	106	87
3	C=C1c2nc3ccccc3n2C=C(c2ccc(OC)cc2)N1Cc1cccc(OC)c1	84	96	76	69	96	78	89	89	73
4	CCCCCCCCC1OC1CCCCCCCCO (stereo not given)	113	90	114	105	98	110	103	97	·
5	CCCCC/C(C)=N\NC(N)=O	92	85	110	97	93	97	102	101	100
6	N#Cc1c(-c2ccccc2)nc(N2CCCCC2)[nH]c1=O	87	98	106	105	97	107	104	99	78
7	CCn1cc(C2NC(=O)c3ccccc3N2)c2cccc(C)c21 (stereo not given)	-17*	33	·	8.2*	57	30	1.6*	27	-40*
8	CC(C)C(C)(C)c1ccc(O)cc1	102	96	112	113	99	103	104	112	100
9	CC(C)CCNC(=O)CCn1ccc(N2CCCCC2)cc1=O	54	99	94	·	95	97	103	98	99
10	NC(=O)N/N=C/c1ccc(Br)o1	97	98	112	105	99	98	110	106	90
11	CCN(CC)CCCC(C)Nc1ccnc2cc(Cl)ccc12 (stereo not given)	112	101	78	101	112	99	101	103	92
12	COC(=O)c1nc(=S)[nH]c(C(=O)OC)c1C(=O)c1ccc(C)cc1	116	87	114	106	89	100	109	102	99
13	O=C(O)c1cccc2c1Cc1cc(Cl)ccc1-2	90	106	111	103	102	96	117	96	103
14	O=C1OCC2=C1C(c1cccc(Cl)c1)c1cc3c(cc1N2CCO)OCO3 (stereo not given)	-7.9*	40	6.2*	-11*	23	32	7.5*	46	-20*
15	CC(=O)NC[C@H]1CN(c2ccc(N3CCSCC3)c(F)c2)C(=O)O1	104	117	96	96	100	96	117	118	·
16	CC1(C)Nc2cccc3cccc(c23)N1	84	·	108	113	103	108	107	94	100
17	Cc1nnc2n(N)c(=O)c3cnn(-c4ccccc4)c3n2c1=O	96	85	109	101	102	97	98	99	88
18	O=C(Nc1ccc(Cl)cc1)c1ccc(-n2c(=O)[nH]c3ccccc3c2=O)cc1	113	87	93	80	96	77	105	84	71
19	O=C(C=P(c1ccccc1)(c1ccccc1)c1ccccc1)c1ccc(Br)cc1	64	84	110	80	96	86	93	79	59
20	Cc1ccc([C@@H]2C[C@@H]3Cc4cc(Br)c5ccccc5c4N2O3)o1	84	89	133	94	·	82	105	101	81

Continuation:
nr	structure	A498	CAKI-1	RXF 393	NCI/ADR-RES	NCI-H226	NCI-H23	NCI-H460	ACHN	NCI-H522
21	O=C(CNc1ccc(S(=O)(=O)N2CCCCC2)cc1)N1CCCc2ccccc21	82	91	133	82	98	106	104	94	93
22	O=C(NC1CCS(=O)(=O)C1)c1ccc(C(=O)c2ccccc2)cc1 (stereo not given)	110	98	·	117	94	99	104	98	91
23	COc1ccc2c(c1)/C(=C/c1c(-c3cc(OC)c(OC)c(OC)c3)nc3sccn13)C(=O)N2	65	67	82	99	97	99	108	100	87
24	CC(=O)C1=C(C)NNc2c3ncnc-3ncn21	89	108	·	105	101	101	104	101	·
25	COc1ccc2c(c1)O/C(=C\c1cccc(OCC(=O)c3ccc([N+](=O)[O-])cc3)c1)C2=O	126	90	67	93	92	105	115	93	57
26	COc1cc(C(OC(C)=O)OC(C)=O)ccc1OC(C)=O	93	·	104	101	100	96	102	·	89
27	CC(=O)CC(=O)Nc1ccc(Cl)cc1C	98	89	108	106	103	110	106	99	94
28	Cc1ccc(Oc2nc3ccccc3cc2-c2nnc(Cn3c(COc4ccccc4)nc4ccccc43)o2)cc1	54	·	60	35	65	67	94	50	70
29	COc1c2c(c(OC)c3c1OCO3)C(c1ccccc1)=NC(C)C2 (stereo not given)	82	99	96	94	90	92	97	100	87
30	Nc1onc(-c2ccc(F)cc2)c1[N+](=O)[O-]	121	100	111	100	83	93	109	100	52
31	CCOC(=O)c1sc(N)c(C(=O)OCC)c1C	13	39	30	·	60	·	93	53	57
32	C[C@@H](C[C@H](CCOCc1ccccn1)c1ccccc1)c1ccc2ccccc2c1	111	76	99	85	93	74	101	109	79
33	C=CCn1ccc(=O)nc1SC	104	106	129	104	112	107	104	108	100
34	O=C(N/N=C/c1cc2ccccc2n2nnnc12)Nc1ccc(Cl)cc1	·	92	103	105	106	100	106	106	100
35	Cc1ccc(C(=O)NNC(=O)N2c3ccccc3C=Cc3ccccc32)cc1	91	91	104	100	103	97	106	98	95
36	CC(=O)c1c[nH]c2c(C)c([N+](=O)[O-])ccc12	74	78	108	101	98	96	105	100	90
37	NNC(=O)CCCO	104	114	99	116	94	117	108	104	·
38	CC1=NN(c2nc(-c3ccccc3)c(C#N)c(=O)n2C)C(=O)C1N=Nc1ccc(S(N)(=O)=O)cc1 (stereo not given)	96	101	121	101	104	98	106	104	109
39	Clc1ccc2c(NCCCNc3nc(N4CCOCC4)nc4ccccc34)ccnc2c1	96	·	88	102	92	97	101	102	104
